# ERK EGF block: inhibitors of EGF-stimulated ERK signaling pathway; AID 1454; HEK293-V1b, EGF-stimulated phospho-ERK AlphaScreen; 130,000 compounds, 0.41% hits; Potency, µM (series often up to 11.5 µM), without a hit: at the highest dose activity change, negative = inhibition, usual class: inhibitors; active = well fitted inhibition curve with a large enough effect; inconclusive = small, poorly fitted or top-dose-only effect, or effect the other way;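 also: plate controls were stimulated vehicle wells for no effect and unstimulated vehicle basal for full effect; nearly all actives have a fitted effect of over 55% in size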
#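 After overnight plating in 1% FBS, HEK293-V1b cells received test compound for half an hour, then a 5 min pulse of EGF (25 nM); ERK phosphorylation in lysates was read by bead-based AlphaScreen.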
# Numbers without * were called inactive; ? = inconclusive; [ ] = remark or other dose. Potency is read from the fitted curve at half-maximal effect. Not all compounds are listed; count on the stated rates, not on these rows.
mol	ERK EGF block
COc1ccc(CCNC(=O)Cn2c(=O)[nH]c3ccsc3c2=O)cc1OC	-7.4%
COc1ccc(NS(=O)(=O)c2cccc(C(=O)N/N=C(\C)c3ccncc3)c2)cc1	-2.5%
CC(Nc1nc(N2CCN(CCO)CC2)nc2ccccc12)c1ccccc1 (stereo not drawn)	5.0%
C/C(=N\Nc1ccc(Cl)c(C(=O)O)c1)c1cc2ccccc2o1	-0.2%
COc1ccc(C(=O)Oc2ccc(/C=N/NC(=O)c3ccccc3OC)cc2[N+](=O)[O-])cc1	5.3%
N#Cc1cc([N+](=O)[O-])cnc1N(CCO)CCO	-4.3%
COc1ccccc1NCCC(=O)OCC(=O)NC1CCCC(C)C1C (stereo not drawn)	2.5%
CC(=O)OCC1=C(C(=O)O)N2C(=O)C(NC(=O)Cc3cccs3)C2SC1 (stereo not drawn)	9.5%
COc1ccc2c(c1OC)C(=O)N1C2SC[C@H]1C(=O)NC1CC(C)(C)NC(C)(C)C1 (stereo partly drawn)	24.2%[57.5 µM]
COCCCNC(=O)c1cc(C(=O)c2ccccc2Br)c[nH]1	-5.6%
Cc1ccc(C(=O)N2CCN(c3ccccn3)CC2)cc1	-4.5%
O=C(COc1ncnc2ccccc12)NCCc1ccccc1	-1.6%
CO/N=C(\C(=O)N[C@@H]1C(=O)N2C(C(=O)[O-])=C(C[N+]3(C)CCCC3)CS[C@@H]12)c1csc(N)n1	-9.6%[25.7 µM]
COc1cc2c(cc1OC)CN(CCC(=O)c1ccc(Br)cc1)CC2	-18.1%
CC(=O)Nc1ccc(NC(=O)CSc2nnc(-c3ccco3)o2)cc1	4.1%
O=C(Oc1ccc2c(c1)OCO2)C12CC3CC(CC(C3)C1)C2	32.5%
COc1ccc(CCNC(=O)COc2nncc3ccccc23)cc1	-0.8%
COc1ccccc1NC(=O)CSCC(=O)N1c2ccccc2CCc2ccccc21	2.6%
Cc1cc(C(=O)COC(=O)CC2Sc3ccccc3NC2=O)c(C)n1-c1ccc(Br)cc1 (stereo not drawn)	3.2%
CC(=O)n1cc([C@H]2C=C(C(=O)NCc3ccccc3)O[C@@H](OCc3ccc(CO)cc3)C2)c2ccccc21	20.6%[57.5 µM]
O=C(COC(=O)Cc1ccccc1[N+](=O)[O-])NCc1ccccc1Cl	1.5%
NNC(=O)C1CC(O)CN1S(=O)(=O)c1ccc(Cl)cc1 (stereo not drawn)	-2.2%
CNC(=S)N/N=C/c1cc(C)ccc1C	3.3%
CCNc1nc(NCC)nc(SCCOC(=O)c2ccccc2)n1	-4.1%
O=C(c1ccc(COc2ccc(Cl)cc2)o1)N1N=C(C(F)F)CC1(O)C(F)F (stereo not drawn)	-5.6%
CCOc1ccc(C2C(C(=O)Nc3ccccc3)=C(C)N=c3s/c(=C/c4cccc(OCC(=O)O)c4)c(=O)n32)cc1 (stereo not drawn)	25.5%
Cn1nc(C(F)(F)F)c2cc(C(=O)Nc3ccc(C(F)(F)F)cc3)sc21	7.6%[57.5 µM]
CCOC(=O)c1cc(C#N)c(N2CCN(C(=O)c3ccccc3)CC2)nc1C(F)(F)F	-2.8%[57.5 µM]
CCOC(=O)/C(C#N)=N/Nc1c(C)n(C)n(-c2ccccc2)c1=O	2.0%
Cc1cccc(-n2c(CNC(=O)Cc3ccccc3)n[nH]c2=S)c1	4.2%

# Next section (two carried over from the part before).
mol	ERK EGF block
CCOC(=O)/C(C#N)=N/Nc1c(C)n(C)n(-c2ccccc2)c1=O	2.0%
Cc1cccc(-n2c(CNC(=O)Cc3ccccc3)n[nH]c2=S)c1	4.2%
CC(=O)c1ccc(NCC2COc3ccccc3O2)c([N+](=O)[O-])c1 (stereo not drawn)	-11.1%
CCOC(=O)C1(CC2CC2)CCN(Cc2cnc(N(C)C)s2)CC1	-1.2%
O=C(Nc1cccnc1N1CCOCC1)c1cccs1	12.3%[57.5 µM]
Cc1cccc(NCC(=O)N/N=C\c2cccn2C)c1	1.7%[57.5 µM]
COCC(=O)N1CCC[C@@]2(CCN(c3ncccn3)C2)C1	6.1%
C[C@@]1(C(NC(=O)Cc2ccccc2)c2ccc(-c3ccccc3)cc2)C[C@H]1C1CCCCC1 (stereo partly drawn)	9.0%
C#CCOCCOCCOCCNc1nc(N2CCN(C(=O)[C@H](CCCCN)n3cc(CCCC)nn3)CC2)nc(N2CCN(C(=O)[C@H](CCCCN)n3cc(CCCC)nn3)CC2)n1	-3.5%
Cc1ccc2c(C)c(C(=O)NCc3ccc(S(N)(=O)=O)cc3)oc2c1	-6.7%
O=C(c1cc([N+](=O)[O-])ccc1Cl)N1CCN(c2ccc([N+](=O)[O-])cc2)CC1	3.5%
N=c1c2c(n(Cc3ccc([N+](=O)[O-])cc3)c3c1CCC3)CCCC2	-4.0%
O=C(COC(=O)c1ccccc1C(=O)c1ccc(Cl)cc1)NC(c1ccccc1)c1ccccc1	-8.4%
CCNC(=O)N1CCN(CCCC(c2ccc(F)cc2)c2ccc(F)cc2)CC1	22.3%
CC(=O)c1ccc([C@H]2C[C@@]34CN(C(=O)OC(C)(C)C)S(=O)(=O)[C@H]3C[C@H]2O4)cc1	8.4%[57.5 µM]
O=C(O)Cc1sc(N/N=C\c2ccncc2)nc1-c1ccccc1	-3.6%[57.5 µM]
NCCCC[C@H]1CNC(=S)N1CCc1cc(C(F)(F)F)cc(C(F)(F)F)c1	-1.1%[57.5 µM]
CC(=O)c1c(C)[nH]c(C(=O)Nc2nc(C)cs2)c1C	-1.5%
COc1ccc(Cl)cc1NC(=O)CSc1ncnc2c1oc1ccccc12	-0.2%
CN(C)CCNC(=O)Cc1ccc([N+](=O)[O-])cc1	0.6%
O=C(OCC(=O)N1CCCc2ccccc21)c1cnc(Cl)c(Cl)c1	24.1%
CN(C)c1ccc(/C=N/NC(=O)c2cccc(N3CCCC3=O)c2)cc1	-1.8%
Cc1c(Cl)cccc1NS(=O)(=O)c1ccc2c(c1)C1C=CCC1C(c1ccc(C(=O)O)cc1)N2 (stereo not drawn)	10.1%[57.5 µM]
OC(CN1CCN(Cc2ccccc2)CC1)Cn1c2ccccc2c2ccccc21 (stereo not drawn)	-15.2%
CC(=O)Nc1ccc(SC[C@H](Cc2ccccc2)N2CCN(CCc3ccccc3)CCC2=O)cc1	2.2%[57.5 µM]
CCN(CC)C(=O)CSc1ncnc2c(-c3ccc(OC)cc3)nsc12	-7.4%
O=C(CN1C(=O)C2C3CCC(C3)C2C1=O)OCC(=O)c1cccc([N+](=O)[O-])c1 (stereo not drawn)	1.8%
CCOc1ccc(NC(=O)c2cc(Cl)nc3ccccc23)cc1	2.7%[57.5 µM]
COc1ccccc1-c1noc(CCCC(=O)Nc2ccc(C(N)=O)cc2)n1	-6.3%[57.5 µM]
CC(C)n1nc(C(=O)Nc2nc3ccccc3[nH]2)c2ccccc2c1=O	-3.5%
COC(=O)Nc1ccc(S(=O)(=O)N2CCC(C(=O)N3CCCCC3C)CC2)cc1 (stereo not drawn)	10.4%
S=c1[nH]nc(CSCCOc2ccccc2)o1	-2.8%[57.5 µM]

# Next part; it opens with the two that closed the last part.
mol	ERK EGF block
COC(=O)Nc1ccc(S(=O)(=O)N2CCC(C(=O)N3CCCCC3C)CC2)cc1 (stereo not drawn)	10.4%
S=c1[nH]nc(CSCCOc2ccccc2)o1	-2.8%[57.5 µM]
CCn1cc(CNCc2cn(C)nc2-c2ccc(C3CCCCC3)cc2)cn1	-3.9%
COc1cc(N2C(=O)CC3(CCCC3)CC2=O)cc(OC)c1OC	5.2%[57.5 µM]
CC1CN(CC(=O)Nc2ccc([N+](=O)[O-])cc2Br)CC(C)O1 (stereo not drawn)	-2.8%
COc1cc(C)nc(NC(=S)N(C)C(=O)c2ccccc2)n1	-2.3%[57.5 µM]
O=C(COc1ncnc2cc([N+](=O)[O-])ccc12)N(CCc1ccccc1)Cc1ccccc1	5.7%
CCCNC(=O)C1CC(=O)N(c2ccc(OCC)cc2)C1 (stereo not drawn)	-0.7%
Cc1cc(=O)[nH]c(N/N=C/CCc2ccccc2)n1	0.4%
COc1cccc(C(=O)Nc2ccncc2)c1	-10.3%
Cc1[nH]n(-c2ccccc2)c(=O)c1C(C[N+](=O)[O-])c1ccc(Cl)cc1 (stereo not drawn)	-4.9%
COc1ccc(/C=C2/Sc3ccc(C(=O)N4CCc5ccccc5C4)cc3NC2=O)cc1	1.8%
O=C(Nc1cccnc1)c1cc(-c2ccccc2O)on1	-0.2%[57.5 µM]
Cc1ccccc1NC(=O)NC(C)(C)CC(C)(C)C	-2.3%
OC(c1cc(-c2ccc(C(F)(F)F)cc2)nc(C(F)(F)F)c1)C1CCCCN1 (stereo not drawn)	?
CCOc1ncccc1C(=O)OCc1ccc(C(=O)OC)cc1	2.2%
COc1ccc(/C=C/C(=O)c2c(O)ccc3c(C)cc(=O)oc23)cc1	4.6%
COc1cc(NC(=S)NCCCN2CCOCC2)cc(OC)c1OC	-2.3%
CS(=O)(=O)NCCCCNc1ccc(C(F)(F)F)cc1[N+](=O)[O-]	-2.1%
O=C(Nc1ccccc1)c1ccc(-c2ccccc2)s1	6.9%
Cc1cc(C)c(C(CC(=O)c2cccs2)C(C#N)C#N)c(C)c1 (stereo not drawn)	2.5%
O=C(CCCOc1ccc(Cl)cc1Cl)Nc1ncccn1	-3.3%[57.5 µM]
COC(=O)C(Cc1c[nH]c2ccccc12)NC(=O)c1cccs1 (stereo not drawn)	1.3%[57.5 µM]
O=C(O)c1ccc(CSc2nnc(-c3ccccc3)n2-c2ccccc2)cc1	-8.6%[57.5 µM]
Cc1ccc(/C=C/C(=O)Nc2ccccc2C(N)=O)cc1	-7.1%
CNC(=S)N1N=C(c2ccc(Br)cc2)CC1c1ccc(OC)cc1 (stereo not drawn)	-2.0%
N#C/C(=C\c1cc(Cl)c(OCc2ccc(Cl)cc2)c(Cl)c1)C(N)=O	-15.0%[57.5 µM]
COC(=O)C1=C(C)N(CCCC(=O)O)C(=O)NC1c1cccs1 (stereo not drawn)	1.2%
COc1ccc(/C=C/CN2CCCC(C(=O)c3ccc(OC)c(F)c3)C2)cc1 (stereo not drawn)	-9.6%
CC(NC(=S)Nc1cccc(F)c1)C(c1cccs1)N1CCOCC1 (stereo not drawn)	11.6%[57.5 µM]
O=C(C1=C[C@@H](c2ccc(C(F)(F)F)cc2)C[C@@H](OCCCCO)O1)N1CCN(Cc2ccc3c(c2)OCO3)CC1	-0.5%[57.5 µM]
COc1ccc(/C=C/C(=O)NC(=S)NCc2ccccc2)cc1OC	-0.4%[57.5 µM]

# Additional records
SMILES | ERK EGF block
CCOc1ccc(NC(=O)CC2C(=O)NCCN2C(=O)c2ccc(Cl)cc2)cc1 (stereo not drawn) | -0.9%
CCc1cc2cc(C)cc(C)c2nc1Cl | 0.3%
Cc1ccc(NC(=O)c2cccc(N3C(=O)C4C5CCC(C5)C4C3=O)c2)c(C)c1 (stereo not drawn) | 5.4%
c1ccc(SCCN2CCc3ccccc3C2)cc1 | 1.0%
COc1ccc(NC(=O)Nc2ccccc2SC)cc1OC | -2.8%
CN=c1scc(-c2ccc(OC)cc2)n1/N=C(\C)c1cccnc1 | 22.4µM*
CCOC(=O)CNC(=O)CSc1nccn1Cc1ccco1 | -10.6%
O=C(c1ccc(Cl)cc1)N1CCCC(C(=O)N2CCN(c3ccccc3)CC2)C1 (stereo not drawn) | 3.9%[57.5 µM]
O=C(CN1CCCCC1)Nc1ccc(Br)cc1[N+](=O)[O-] | ?
COc1ccc(/C=C/C(=O)Nc2ccncc2)cc1OC | 4.4%

# A few values from the entries so far:
# Value of `Cc1ccc(NC(=O)c2cccc(N3C(=O)C4C5CCC(C5)C4C3=O)c2)c(C)c1` (stereo not drawn) in ERK EGF block: 5.4%
# Value of `c1ccc(SCCN2CCc3ccccc3C2)cc1` in ERK EGF block: 1.0%
# Value of `CCc1cc2cc(C)cc(C)c2nc1Cl` in ERK EGF block: 0.3%
# Value of `O=C(c1ccc(Cl)cc1)N1CCCC(C(=O)N2CCN(c3ccccc3)CC2)C1` (stereo not drawn) in ERK EGF block: 3.9%[57.5 µM]
# Value of `COc1ccc(/C=C/C(=O)Nc2ccncc2)cc1OC` in ERK EGF block: 4.4%
# Value of `CN=c1scc(-c2ccc(OC)cc2)n1/N=C(\C)c1cccnc1` in ERK EGF block: 22.4µM*

# ERK EGF block, hit marks shown above.
SMILES | ERK EGF block
CN=c1scc(-c2ccc(OC)cc2)n1/N=C(\C)c1cccnc1 | 22.4µM*

# Following part
SMILES | ERK EGF block
FC(F)(F)c1nc(NCC2CCCO2)c2nnn(Cc3ccccc3Cl)c2n1 (stereo not drawn) | -11.1%
CN(C)CCN(C(=O)c1ccccc1Cl)c1nc2c(Cl)cccc2s1 | 5.0%
COC(=O)c1cc(C#N)c(N2CC(C)OC(C)C2)nc1C (stereo not drawn) | 6.5%
O=[N+]([O-])c1ccc(O)c(/C=N/NC2=NS(=O)(=O)c3ccccc32)c1 | -2.4%
COCCN(C(=S)Nc1cccc(OC)c1)C(C)c1cccs1 (stereo not drawn) | 9.7%
O=C(NCc1ccco1)c1sc2cc(Cl)ccc2c1Cl | -5.4%
O=c1cnnc(Nc2ccccc2F)[nH]1 | -7.8%
C#CCOCCOCCOCCNc1nc(N2CCN(C(=O)C([C@@H](C)CC)n3cc(C(N)CC(C)C)nn3)CC2)nc(N2CCN(C(=O)[C@H](CCC(=O)O)n3cc(C(N)CC(C)C)nn3)CC2)n1 (stereo partly drawn) | -18.8%[57.5 µM]
COCCN(Cc1cc2cc(C)ccc2n2nnnc12)C(=S)Nc1ccc(C)cc1 | -1.9%
O=C(C1=C[C@@H](c2ccc(C(F)(F)F)cc2)C[C@@H](OCCCCO)O1)N1CCOCC1 | 1.8%[57.5 µM]
O=C(CCC(=O)N1CCN(c2ccccc2F)CC1)c1ccc(F)cc1 | -5.9%[57.5 µM]
CCOC(=O)C1(C(C)(C)CC)CC(CSc2nc3ccccc3[nH]2)OC1=O (stereo not drawn) | ?
N#Cc1c(N)n(-c2ccc(O)cc2)c2nc3ccccc3nc12 | -3.6%
Cc1c(NC(=O)C(C)OC(=O)c2c3c(nc4ccccc24)CCC3)c(=O)n(-c2ccccc2)n1C (stereo not drawn) | 0.7%
